Screens (PubChem)
Growth percent in the NCI-60 one-dose screen (48 h, 10 µM unless noted): 100 = growth as untreated, 0 = no growth, -100 = all killed.
U251 = U251 CNS tumor cells; 80,000 compounds, 5.4% hits; AID 1794753
ACHN = ACHN renal cancer; 81,000 compounds, 4.9% hits; AID 1794771
UO-31 = UO-31 renal cancer. 81,000 compounds, 5.2% hits
786-0 = 786-0 renal cancer cells | 81,000 compounds, 5.1% hits
RXF 393 = RXF 393 renal cancer cells; 77,000 compounds, 6.9% hits
TK-10 = TK-10 renal cancer cells; 81,000 compounds, 3.9% hits; AID 1794769
SN12C = SN12C renal cancer cells. AID 1794767. 81,000 compounds, 3.8% hits
CAKI-1 = CAKI-1 renal cancer | 75,000 compounds, 4.7% hits
A498 = A498 renal cancer cells | 76,000 compounds, 5.4% hits
Starred values were filed as active, the others as inactive; . = no result given. The calls were made as follows: active = growth percent below 10; inactive = the rest.

structure,U251,ACHN,UO-31,786-0,RXF 393,TK-10,SN12C,CAKI-1,A498
CSc1nn(-c2nc(-c3cccs3)c(C#N)c(=O)[nH]2)c(N)c1C#N,99.6,102.7,80.7,91.5,113.3,97.4,106.8,.,108.1
CCCCCCCCCCCCCCCC(=O)NCCOC(C)=O,95.1,91.2,87.3,107.1,103.9,110.9,98.5,91.8,106.6
CC(Cl)(CCl)CS(=O)(=O)c1ccc(Cl)cc1 (stereo not drawn),94.4,.,92.8,102.1,93.1,93.2,104.8,.,77.2
O=S(=O)(NCc1ccccc1)c1cccc(N=Cc2ccccc2O)c1,95.2,107.1,91.3,102.4,110.4,99.6,96.7,87.2,99.1
O=C(O)CCC1C(=O)NC(=O)CC1c1ccccc1 (stereo not drawn),.,106.2,87.7,103.0,99.4,94.2,96.1,95.7,88.6
CCOC(=O)c1cc(C(=O)c2cc(OC)cc(OC)c2)n2cnc(-c3ccc(Cl)cc3)cc12,95.2,105.6,89.0,106.4,106.7,139.0,89.5,.,95.7
O=C(NCc1ccc(Cl)cc1Cl)Nc1cccs1,96.3,101.2,84.9,88.3,99.0,92.8,102.4,.,85.0
COc1ccc(C(=O)c2sc3nc(-c4cc(OC)ccc4OC)cc(-c4ccccc4)c3c2N)cc1,94.2,97.9,84.2,89.1,102.4,98.3,101.4,87.3,.
O=C(O)/C=C/C(=O)Nc1ccc(C(=O)O)cc1,92.3,104.2,99.2,95.0,.,98.5,88.4,103.6,78.8
O=C(CCc1ccc(-c2ccccc2)o1)Nc1ncc(Cc2ccc(F)cc2)s1,98.7,90.5,81.5,98.4,99.2,98.1,94.5,71.7,99.9
C=C1CCC2C3(C)COC(C)(C)OC3CCC2(C)C1CC(Sc1ccccc1)C1=CCOC1=O (stereo not drawn),85.6,78.7,72.8,99.3,97.9,93.0,85.7,66.7,101.0
Cc1nc(Nc2ccc(NC(=S)Nc3ccccc3)cc2)nc2nc(SCc3ccccc3)[nH]c(=O)c12,100.2,106.7,86.0,99.1,-24.0*,198.5,93.6,.,101.9
CCOC(=O)c1c(C)oc2ncnc(N3CCN(C(=O)COc4ccc(C(C)(C)C)cc4)CC3)c12,89.5,85.9,48.0,99.1,92.1,94.1,82.7,84.3,82.0
COc1ccc(-c2cc(-c3nc4ccccc4[nH]3)[nH]n2)cc1OC,81.8,51.7,73.1,81.0,58.4,71.7,76.0,42.6,66.6
O=C(Cc1ccc(F)c(Cl)c1)Nc1cc(C2(C(F)(F)F)CC2)nn1Cc1ccccc1,24.3,35.9,42.4,34.6,-23.5*,81.0,49.3,10.1,-2.6*
Cn1cc(-c2nc(-c3c[nH]c4ccncc34)cs2)c2cc(Br)ccc21,-84.1*,-98.9*,-91.2*,-78.5*,-94.4*,-84.0*,-74.4*,-77.2*,-78.0*
C/C(=N\NC(=O)CSc1nc2ccccc2c(=O)n1CCc1ccc(S(N)(=O)=O)cc1)c1cccnc1,100.3,99.0,79.3,99.5,94.3,113.1,99.3,88.9,.
Cc1ccccc1NC(=O)c1sc2nc(C)c(C(=O)/C=C/c3ccccc3)cc2c1N,-35.0*,33.3,19.7,-16.9*,-26.7*,11.7,3.5*,25.5,29.3
Cn1c(=O)c2[nH]c(CNc3ccc(C(=O)O)cc3)nc2n(C)c1=O,94.2,110.6,94.6,109.2,120.6,102.4,128.2,82.8,142.4
CC1(c2ccc(Cl)cc2)NC(=O)NC1=O (stereo not drawn),101.5,104.2,88.9,95.4,115.3,98.2,104.2,96.3,101.8
Cc1ccc(COc2ccc(NC(=O)Nc3ccc(Cl)c(C(F)(F)F)c3)cc2)cc1,69.8,56.8,63.5,89.4,75.5,77.9,81.1,61.7,82.6
Cc1cc(C)c(NS(=O)(=O)c2ccccc2)c(C)c1NS(=O)(=O)c1ccccc1,98.9,99.0,68.6,96.0,102.2,132.9,97.2,83.2,105.2
O=c1c2cccc3c(Nc4ccccn4)ccc(c32)c2nc3ccccc3n12,.,76.1,46.6,88.4,107.8,65.8,71.7,51.8,92.3
O=C(Nc1ccc(-n2cc(-c3ccncc3)c(-c3ccc(O)c(Cl)c3)n2)cc1)Nc1cccc(Cl)c1Cl,39.7,47.8,57.2,58.3,-8.4*,.,83.1,67.3,68.7
Cc1ccccc1OCC(=O)O,107.3,100.1,86.2,106.3,119.5,144.3,92.7,110.0,100.0
CC(=O)c1nn(-c2ccccc2)/c(=N\N=C\c2coc3ccc(F)cc3c2=O)s1,100.1,94.0,69.6,109.7,115.5,163.1,97.6,82.3,124.9
Nc1nc(-c2cccc([N+](=O)[O-])c2)c(N=Nc2ccc(Br)cc2)s1,-89.3*,-96.7*,-80.3*,-96.4*,-92.3*,-96.2*,-26.8*,-87.9*,.
CCOC(=O)C1(C(=O)OCC)NC(=O)CC1CC (stereo not drawn),107.2,99.7,.,121.8,102.2,112.9,112.0,90.3,.
Fc1ccc2nc(-c3nc(-c4ccccc4F)n4ccccc34)[nH]c2c1,90.5,79.5,72.0,84.7,87.8,121.5,89.2,87.8,55.2
NCc1ccncc1,106.3,95.7,100.8,112.0,112.7,108.3,111.0,95.2,119.0
Oc1ccccc1-c1nc2ccccn2c1NCCN1CCOCC1,97.0,95.3,89.9,92.4,108.6,94.8,97.1,86.9,89.5
C1CCCc2c(-c3n[nH]c4c3CCCCCC4)n[nH]c2CC1,103.1,96.6,.,91.1,105.3,95.7,97.7,94.8,98.2
CCCCNCC(C)C(=O)OC (stereo not drawn),105.5,104.5,84.6,113.1,130.4,101.0,107.4,95.7,106.5
O=S(=O)(CCN1CCCCC1)CCS(=O)(=O)CCN1CCCCC1,118.3,97.7,76.0,110.5,108.5,104.8,96.5,116.7,97.5
CC(C)CCNc1ccc(Cl)cc1,102.6,111.3,90.7,99.9,94.5,98.5,99.0,97.5,81.6
CCN(CC)c1ccc(-c2cc(-c3cc(OC)c(OC)c(OC)c3)nc(N3CCOCC3)c2C#N)cc1,36.7,19.5,5.6*,0.3*,-9.3*,49.4,36.4,1.3*,34.5

Arranged by molar mass (smallest number first): part of the list above
structure,U251,ACHN,UO-31,786-0,RXF 393,TK-10,SN12C,CAKI-1,A498
NCc1ccncc1,106.3,95.7,100.8,112.0,112.7,108.3,111.0,95.2,119.0
CCCCNCC(C)C(=O)OC (stereo not drawn),105.5,104.5,84.6,113.1,130.4,101.0,107.4,95.7,106.5
CC(C)CCNc1ccc(Cl)cc1,102.6,111.3,90.7,99.9,94.5,98.5,99.0,97.5,81.6
C1CCCc2c(-c3n[nH]c4c3CCCCCC4)n[nH]c2CC1,103.1,96.6,.,91.1,105.3,95.7,97.7,94.8,98.2
Fc1ccc2nc(-c3nc(-c4ccccc4F)n4ccccc34)[nH]c2c1,90.5,79.5,72.0,84.7,87.8,121.5,89.2,87.8,55.2

Later entries.
structure,U251,ACHN,UO-31,786-0,RXF 393,TK-10,SN12C,CAKI-1,A498
C#CCN(C)CCCOc1ccc(N(C)C(=O)c2cc(C(C)C)c(O)cc2O)cc1Cl,11.4,15.7,16.5,33.5,22.3,21.4,11.5,16.6,39.7
O=c1oc(-c2ccc(Cl)cc2Cl)nc2cc(Cl)ccc12,102.5,101.5,75.9,109.0,109.1,111.8,104.0,84.1,85.6
COc1cc2c(cc1OC)C(Sc1ccc(Cl)cc1)c1c(nc(N)c(C#N)c1N)O2 (stereo not drawn),-62.5*,-66.9*,-36.3*,-17.1*,-65.4*,-12.6*,1.7*,.,66.4
CCn1c(Sc2nnc(NC(=O)CCN3CCCCC3)s2)nc2c1c(=O)n(C)c(=O)n2C,96.8,100.1,88.3,107.8,116.5,105.2,99.1,93.9,.
CC(C)=CC(=O)OC(=O)C=C(C)C,102.2,105.4,94.5,106.1,102.2,101.8,100.1,108.5,124.3
Cc1csc(C#Cc2cncc(O)c2)n1,106.6,117.4,.,104.7,69.9,121.1,102.2,93.8,102.5
O=c1cccn[nH]1,102.9,100.9,87.6,99.4,106.2,102.5,98.2,.,108.3
CC(=O)OC[C@]12CC[C@@H](C(=O)/C=C/c3cccnc3)[C@@H]1[C@H]1CC[C@@H]3[C@@]4(C)CC[C@H](OC(C)=O)C(C)(C)[C@@H]4CC[C@@]3(C)[C@]1(C)CC2,23.4,-55.5*,12.1,27.2,-71.6*,38.5,19.0,12.2,-47.7*
O=C1/C(=C/c2cccs2)CCc2ccccc21,92.1,107.6,78.1,87.2,98.0,117.0,101.1,85.8,68.3
ClCC#CCSc1ncnc2c1ncn2CC#CCCl,0.3*,11.7,2.4*,13.3,-65.9*,71.1,20.2,.,.
CSC1SCC2C(=O)N(C)C(C(C)C)C(=O)OCC(NC(=O)c3cnc4ccccc4n3)C(=O)NC(C)C(=O)N(C)C1C(=O)N(C)C(C(C)C)C(=O)OCC(NC(=O)c1cnc3ccccc3n1)C(=O)NC(C)C(=O)N2C (stereo not drawn),5.2*,2.4*,13.4,-10.6*,0.0*,20.1,8.1*,-13.0*,-76.6*
CC(=O)Nc1ccc2c(c1)C(=Nc1ccc(C)cc1)c1ccccc1-2,101.7,95.1,94.0,97.8,103.4,108.7,96.0,85.5,73.9

A second format for some results above:
> CSC1SCC2C(=O)N(C)C(C(C)C)C(=O)OCC(NC(=O)c3cnc4ccccc4n3)C(=O)NC(C)C(=O)N(C)C1C(=O)N(C)C(C(C)C)C(=O)OCC(NC(=O)c1cnc3ccccc3n1)C(=O)NC(C)C(=O)N2C (stereo not drawn)
  U251 = 5.2*	ACHN = 2.4*	UO-31 = 13.4	786-0 = -10.6*	RXF 393 = 0.0*	TK-10 = 20.1	SN12C = 8.1*	CAKI-1 = -13.0*	A498 = -76.6*

> CC(=O)Nc1ccc2c(c1)C(=Nc1ccc(C)cc1)c1ccccc1-2
  U251 = 101.7	ACHN = 95.1	UO-31 = 94.0	786-0 = 97.8	RXF 393 = 103.4	TK-10 = 108.7	SN12C = 96.0	CAKI-1 = 85.5	A498 = 73.9

(further entries)
structure,U251,ACHN,UO-31,786-0,RXF 393,TK-10,SN12C,CAKI-1,A498
NS(=O)(=O)c1ccc(C(=O)N/N=C/c2ccccc2O)cc1,38.0,67.6,42.1,74.7,67.7,64.1,75.5,69.3,86.9
COc1ccc(C(c2ccccc2OC)C(Cl)(Cl)Cl)cc1 (stereo not drawn),88.2,88.0,76.1,103.3,87.3,114.9,89.6,81.7,115.7
COC(=O)c1cc(C(=O)C(F)(F)F)n2c1ccc1c3ccccc3ccc12,98.3,104.6,83.7,104.7,111.3,103.8,110.4,90.9,107.6
O=C(O)CCCN1C(=O)/C(=C/C(Cl)=C/c2ccccc2)SC1=S,21.0,-93.1*,-46.0*,-11.5*,-16.5*,30.3,-7.0*,24.2,87.5
CC1Nc2c(ccc3ncccc23)C(=O)N1Nc1ccccc1 (stereo not drawn),103.1,86.3,61.9,94.8,.,108.0,.,.,62.1
NN=C1CCC(=NN)CC1,94.9,93.9,84.6,88.9,89.3,115.7,91.0,93.4,69.9
Cn1cnc2nc[nH]c2c1=O,102.7,109.4,87.4,107.4,91.2,101.6,105.9,104.0,96.1
O=c1oc2ccc3ccccc3c2cc1-c1nnc(-c2cc3ccccc3o2)c2nn(-c3ccccc3)cc12,69.5,85.2,53.0,95.2,73.2,146.8,87.5,.,86.3
O=C1CCC(c2ccccc2)=NN1,92.3,103.8,88.2,99.6,112.8,86.8,96.5,91.2,96.4
COc1cc(CCN=Cc2cc(Cl)cc(Cl)c2O)c([N+](=O)[O-])cc1OC,.,95.3,73.9,100.3,102.1,98.3,96.3,85.2,109.8
COc1ccc(C2CC(=O)c3c(O)c(OC)c(OC)c(OC)c3O2)cc1O (stereo not drawn),25.7,40.4,51.6,49.0,.,70.6,45.4,38.9,.
NC(=O)c1ncn([C@@H]2O[C@H](CO)[C@@H](O)[C@H]2O)n1,.,83.1,73.5,95.6,119.3,95.5,89.3,85.4,110.1
N#Cc1cc(-c2nc3ccccc3s2)c(=O)n(NS(=O)(=O)c2ccccc2)c1N,102.1,99.5,72.7,106.3,112.8,136.5,99.9,81.8,.
